Screens deposited in PubChem by several laboratories.
TcdB inh: TcdB glycohydrolase inhibition; P18177; TcdB glycohydrolase enzymatic assay, plate reader; inhibition, % at 9.99 µM; hit rate 0.24% among 350,000; AID 652162; in the data active means inhibition above about 10%
Target sequence (P18177 whole entry, looked up): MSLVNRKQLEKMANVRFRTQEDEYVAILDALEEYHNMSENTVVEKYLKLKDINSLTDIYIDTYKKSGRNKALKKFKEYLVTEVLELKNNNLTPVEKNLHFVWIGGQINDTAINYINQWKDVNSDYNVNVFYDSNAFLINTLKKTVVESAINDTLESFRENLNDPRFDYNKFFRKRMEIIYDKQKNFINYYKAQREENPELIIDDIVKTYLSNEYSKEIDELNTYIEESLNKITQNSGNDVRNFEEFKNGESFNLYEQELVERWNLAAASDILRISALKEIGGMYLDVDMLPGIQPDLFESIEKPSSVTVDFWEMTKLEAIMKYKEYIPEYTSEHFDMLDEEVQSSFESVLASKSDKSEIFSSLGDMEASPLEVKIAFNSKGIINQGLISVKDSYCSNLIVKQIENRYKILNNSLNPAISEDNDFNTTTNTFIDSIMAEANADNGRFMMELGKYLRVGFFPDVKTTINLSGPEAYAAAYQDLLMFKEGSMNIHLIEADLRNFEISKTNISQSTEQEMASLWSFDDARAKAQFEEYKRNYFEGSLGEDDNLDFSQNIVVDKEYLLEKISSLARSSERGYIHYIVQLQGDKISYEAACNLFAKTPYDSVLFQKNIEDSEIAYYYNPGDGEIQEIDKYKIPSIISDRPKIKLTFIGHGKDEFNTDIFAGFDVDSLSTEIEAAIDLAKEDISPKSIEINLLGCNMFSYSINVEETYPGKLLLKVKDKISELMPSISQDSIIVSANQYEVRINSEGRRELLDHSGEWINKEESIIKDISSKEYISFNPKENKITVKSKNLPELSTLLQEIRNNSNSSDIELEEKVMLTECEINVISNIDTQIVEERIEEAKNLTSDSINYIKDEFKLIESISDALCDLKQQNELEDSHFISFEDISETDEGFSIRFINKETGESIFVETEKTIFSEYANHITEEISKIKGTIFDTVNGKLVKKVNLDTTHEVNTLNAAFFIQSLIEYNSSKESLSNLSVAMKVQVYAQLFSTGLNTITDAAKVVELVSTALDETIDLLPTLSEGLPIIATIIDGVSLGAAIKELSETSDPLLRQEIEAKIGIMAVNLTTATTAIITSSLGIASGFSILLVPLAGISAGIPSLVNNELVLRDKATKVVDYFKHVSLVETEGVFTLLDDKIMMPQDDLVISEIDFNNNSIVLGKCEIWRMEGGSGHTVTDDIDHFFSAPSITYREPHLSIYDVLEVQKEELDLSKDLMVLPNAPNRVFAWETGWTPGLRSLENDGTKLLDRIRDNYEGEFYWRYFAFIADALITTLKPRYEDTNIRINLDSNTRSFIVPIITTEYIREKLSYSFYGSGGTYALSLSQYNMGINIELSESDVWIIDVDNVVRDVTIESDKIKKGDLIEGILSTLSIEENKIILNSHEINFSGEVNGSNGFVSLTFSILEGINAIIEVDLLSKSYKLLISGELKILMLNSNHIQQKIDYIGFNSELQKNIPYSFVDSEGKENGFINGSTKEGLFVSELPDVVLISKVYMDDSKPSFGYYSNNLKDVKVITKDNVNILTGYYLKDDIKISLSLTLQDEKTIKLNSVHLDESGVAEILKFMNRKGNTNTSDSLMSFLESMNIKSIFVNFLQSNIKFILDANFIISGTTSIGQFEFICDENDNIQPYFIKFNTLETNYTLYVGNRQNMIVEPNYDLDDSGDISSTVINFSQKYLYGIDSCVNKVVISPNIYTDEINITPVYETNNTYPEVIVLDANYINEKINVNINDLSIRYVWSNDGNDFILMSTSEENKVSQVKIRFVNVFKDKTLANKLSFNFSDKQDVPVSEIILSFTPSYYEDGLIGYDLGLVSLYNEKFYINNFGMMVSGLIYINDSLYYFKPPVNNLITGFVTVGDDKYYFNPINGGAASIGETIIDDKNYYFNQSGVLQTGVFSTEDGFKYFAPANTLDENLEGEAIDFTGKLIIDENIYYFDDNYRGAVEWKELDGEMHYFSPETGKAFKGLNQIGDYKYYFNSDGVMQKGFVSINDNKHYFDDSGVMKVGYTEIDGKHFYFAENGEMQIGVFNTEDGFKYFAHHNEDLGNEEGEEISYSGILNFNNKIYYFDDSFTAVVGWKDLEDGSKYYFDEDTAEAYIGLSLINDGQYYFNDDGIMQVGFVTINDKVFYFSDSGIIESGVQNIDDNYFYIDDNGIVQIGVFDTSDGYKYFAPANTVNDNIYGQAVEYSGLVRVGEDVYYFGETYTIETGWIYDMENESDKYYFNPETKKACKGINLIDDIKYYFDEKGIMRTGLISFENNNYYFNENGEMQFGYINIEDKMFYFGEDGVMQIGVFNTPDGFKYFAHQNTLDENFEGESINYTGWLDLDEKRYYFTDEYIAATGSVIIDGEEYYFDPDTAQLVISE
BH1578 lux ind: quorum light induction in luxS cqsA deficient V. cholerae; V. cholerae BH1578 lux reporter, luminescence, 6 h; activation, % at 18.7 µM; hit rate 0.16% among 350,000; in the data active means activation mostly above about 9.7%, no sharp cut-off; inconclusive means no clear call, values can overlap the other calls; inactive means mostly below about 3.7%; further: not every result past the cut was called active; inactives centre near 0; reference of the scale not given here
PriA SSB inh: blocks PriA binding to SSB C-terminal tail; hit rate 0.6% among 430,000; AlphaScreen SSBct-PriA binding, biotinylated peptide; inhibition, % at 33 µM; in the data active means inhibition mostly above about 37%, no sharp cut-off; inactive means mostly below about 20%;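 further: plate controls were negative control peptide for no effect and reference peptide for full effect; strong numbers were not always called active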
PfHsp40 yeast: compounds rescuing yeast from Plasmodium falciparum HSP40 toxicity; S. cerevisiae expressing PfHsp40, growth rescue, ATP luminescence; growth rescue, % at 12.5 µM; hit rate 0.68% among 340,000; AID 504582; in the data active means growth rescue above about 28%, passing the limit was not always enough; inconclusive means no clear call, values can overlap the other calls;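 further: yeast W303a lacking pdr1 and pdr3 grown in galactose medium; growth measured after three days at 30 °C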
Anthrax LF inh2: anthrax lethal factor protease inhibition | P15917 | multiplex microsphere protease cleavage assay, LF | inhibition, % at 10 µM | hit rate 0.12% among 360,000 | AID 588501; further: plate controls were buffer without enzyme for full effect and enzyme alone for no effect
Yp Topo-I inh: Y. pestis Topo-I inhibition via cleavage products. Y. pestis Topo-I cleavage product accumulation, plate reader. activity, % at 10 µM. hit rate 0.064% among 360,000; in the data active means activity above about 50%, passing the limit was not always enough; inconclusive means no clear call, values can overlap the other calls; further: inactives centre near 2
3CLpro inhibitor: SARS-CoV 3CLpro protease inhibition; inhibition, % at 6 µM; recombinant SARS-CoV 3CLpro, quenched FRET peptide cleavage; AID 1706; P0C6X7; hit rate 0.14% among 290,000; in the data active means inhibition above about 12%
PrPC TRFRET: inhibitors of human cell surface prion protein PrPC; TR-FRET read-out; inhibition, % at 13.8 µM; hit rate 0.43% among 370,000; in the data active means inhibition above about 24%; further: 0% = median of the test wells and 100% = reference compound wells
BoNT-A LC inh2: BoNT A light chain protease inhibition; multiplex microsphere protease substrate cleavage, flow cytometry; inhibition, % at 10 µM; hit rate 0.17% among 360,000; AID 588499; further: plate controls were buffer without enzyme for full effect and enzyme alone for no effect
* hit, by the source's call; i = inactive; ? = inconclusive; / = not tested or not shown. Unless noted, no stated cut-off is given here; in the data, active means inhibition above about 30%; inconclusive means no clear call, values can overlap the other calls; inactive means below that.

Sample of the layout:
1) CCN1CCN(CCCNC(=O)C2c3ccccc3C(=O)N(C)C2c2ccc(OC)cc2)CC1 (stereo not drawn)
2) COc1cc2nc(C3CCC3)n(NC(=O)C3CCC(OC)CC3)c(=O)c2cc1OC (stereo not drawn)
3) COc1ccccc1CCC(=O)N1CCC(n2nccc2NC(=O)CC(C)C)CC1
4) Cc1ccc(CNC(=O)C(=O)NCCC2=CCCCC2)cc1
5) COc1ccc(/C=C/C(=O)OCC(=O)N2CCc3ccccc32)cc1
6) COCCCN1CN=C(NS(=O)(=O)c2ccc(C)cc2)NC1
7) CC(c1ccccc1)c1nnc(NC(=O)Nc2ccccc2F)s1 (stereo not drawn)
8) CCOC(=O)c1c(S(=O)(=O)N(C)Cc2ccco2)c(C)n(C)c1C
9) CCOC(=O)c1cnn2cc(-c3[nH]ncc3[N+](=O)[O-])cnc12
10) COc1ccc(CN2CCn3nc(C(=O)NC4CC4)cc3C2=O)cc1
Assay by compound	1	2	3	4	5	6	7	8	9	10
TcdB inh	/	/	-1.0	1.2	2.4	6.7	0.9	2.2	0.3	0.3
BH1578 lux ind	i	i	-0.8	1.2	3.1	-0.3	-0.6	-0.5	-0.2	i
PriA SSB inh	-12	-11	-4	-8	-15	3	-11	6	-3	-14
PfHsp40 yeast	1.0	-0.2	-0.9	-0.3	-2.0	-1.3	-1.1	-1.3	0.6	0.2
Anthrax LF inh2	-1	-1	0	2	5	-6	-7	-2	0	-6
Yp Topo-I inh	-3	-1	-3	-10	3	-4	18	2	2	10
3CLpro inhibitor	0	1	-2	-2	/	-5	6	1	4	4
PrPC TRFRET	0	9	-4	-2	5	-3	-1	-4	4	3
BoNT-A LC inh2	-0.4	-0.5	0.2	1.3	-1.6	-3.2	-4.8	0.7	-0.1	-0.5

Results, repeating the preview:
1) CCN1CCN(CCCNC(=O)C2c3ccccc3C(=O)N(C)C2c2ccc(OC)cc2)CC1 (stereo not drawn)
2) COc1cc2nc(C3CCC3)n(NC(=O)C3CCC(OC)CC3)c(=O)c2cc1OC (stereo not drawn)
3) COc1ccccc1CCC(=O)N1CCC(n2nccc2NC(=O)CC(C)C)CC1
4) Cc1ccc(CNC(=O)C(=O)NCCC2=CCCCC2)cc1
5) COc1ccc(/C=C/C(=O)OCC(=O)N2CCc3ccccc32)cc1
6) COCCCN1CN=C(NS(=O)(=O)c2ccc(C)cc2)NC1
7) CC(c1ccccc1)c1nnc(NC(=O)Nc2ccccc2F)s1 (stereo not drawn)
8) CCOC(=O)c1c(S(=O)(=O)N(C)Cc2ccco2)c(C)n(C)c1C
Assay by compound	1	2	3	4	5	6	7	8
TcdB inh	/	/	-1.0	1.2	2.4	6.7	0.9	2.2
BH1578 lux ind	i	i	-0.8	1.2	3.1	-0.3	-0.6	-0.5
PriA SSB inh	-12	-11	-4	-8	-15	3	-11	6
PfHsp40 yeast	1.0	-0.2	-0.9	-0.3	-2.0	-1.3	-1.1	-1.3
Anthrax LF inh2	-1	-1	0	2	5	-6	-7	-2
Yp Topo-I inh	-3	-1	-3	-10	3	-4	18	2
3CLpro inhibitor	0	1	-2	-2	/	-5	6	1
PrPC TRFRET	0	9	-4	-2	5	-3	-1	-4
BoNT-A LC inh2	-0.4	-0.5	0.2	1.3	-1.6	-3.2	-4.8	0.7

9) CCOC(=O)c1cnn2cc(-c3[nH]ncc3[N+](=O)[O-])cnc12
10) COc1ccc(CN2CCn3nc(C(=O)NC4CC4)cc3C2=O)cc1
11) O=C(Nc1ccnn1C1CCN(Cc2ccc(OC(F)F)cc2)CC1)C1CCCC1
12) COc1ccccc1NC(=S)NNC(=O)c1nn(C)c(C)c1Br
13) COc1ccc(NC(=O)C[C@H]2C(=O)N(c3ccc(Br)cc3)C[C@@H]2c2ccc(OC)cc2)cc1
14) CC(=O)Nc1cc2c(cc1[N+](=O)[O-])-c1ccccc1C2O (stereo not drawn)
15) O=C(COc1c(Br)cc(Br)c2cccnc12)N1CCCCC1
16) O=C(COC(=O)/C=C/c1ccc(Cl)c(Cl)c1)NC1CCCC1
Assay by compound	9	10	11	12	13	14	15	16
TcdB inh	0.3	0.3	1.1	/	3.3	/	1.7	-1.4
BH1578 lux ind	-0.2	i	-0.6	-0.4	1.0	0.8	-0.7	-7.1
PriA SSB inh	-3	-14	3	-14	/	0	-7	-6
PfHsp40 yeast	0.6	0.2	-0.4	-0.8	/	-0.1	-0.3	0.0
Anthrax LF inh2	0	-6	-3	2	-5	-5	2	2
Yp Topo-I inh	2	10	7	-3	1	-2	12	4
3CLpro inhibitor	4	4	-2	-1	/	/	1	/
PrPC TRFRET	4	3	-8	-6	-1	/	8	-5
BoNT-A LC inh2	-0.1	-0.5	-2.8	0.2	-0.2	0.4	1.4	-4.0

17) Cc1ccccc1NC(=O)C(C)n1c2ccccc2c2nc(=O)cc(C)n21 (stereo not drawn)
18) CCCN(CC1CC1)C(=S)Nc1ccc(Oc2ccccc2)cc1
19) Cc1nc(C(F)(F)F)c(C(=O)NC(=O)Nc2ccc(OC(F)(F)F)cc2)s1
20) Cc1ccccc1OCCNC(=O)/C=C/c1ccccc1
21) Cc1cccc(C)c1NC(=O)CN1CCC(Cc2ccccc2)CC1
22) O=C(NCCc1ccc(Cl)cc1)c1cc(=O)[nH]c2ccccc12
23) C=CCn1c(SCc2csc(C)n2)nc2sc3c(c2c1=O)CCCC3
24) CC(=O)Nc1cc2ccc(OC(C)=O)cc2oc1=O
Assay by compound	17	18	19	20	21	22	23	24
TcdB inh	0.7	/	/	-3.2	-0.4	0.8	/	2.0
BH1578 lux ind	-0.3	2.1	-0.2	i	/	-1.6	i	i
PriA SSB inh	-17	-15	2	-23	/	-12	-2	-8
PfHsp40 yeast	0.6	2.2	-0.9	3.0	/	-1.4	4.3	-1.7
Anthrax LF inh2	3	-2	-2	-3	-2	-12	0	-3
Yp Topo-I inh	-10	2	-2	5	/	6	47	2
3CLpro inhibitor	5	7	-4	1	/	9	6	/
PrPC TRFRET	1	7	2	3	-5	11	4	-4
BoNT-A LC inh2	0.2	0.0	1.4	-0.4	-0.9	-2.9	-0.7	0.3

25) O=C1C=CC(=O)N1
26) Cc1cc(C)c(C#N)c(Nc2ccc(F)cc2)n1
27) Cc1cc(S(=O)(=O)Nc2ccc(C(=O)N3CC(C)OC(C)C3)cc2)ccc1F (stereo not drawn)
28) O=C(COC(=O)/C=C/c1ccc2c(c1)OCO2)NCc1ccc(F)cc1
29) O=C(Nc1ccc(-c2nc3c(ccc4ccccc43)o2)cc1)c1ccco1
30) CCC1S/C(=N/C(=O)NC2CCCCC2)NC1=O (stereo not drawn)
31) CC(=O)Nc1ccc(S(=O)(=O)NCC(=O)OCC(=O)N2CC(C)OC(C)C2)cc1 (stereo not drawn)
32) CCCCNC(=O)C1(C)CCN1Cc1cc(C)ccc1C (stereo not drawn)
Assay by compound	25	26	27	28	29	30	31	32
TcdB inh	-0.7	1.1	2.7	1.7	4.6	/	0.5	0.9
BH1578 lux ind	i	i	-0.8	-0.4	i	i	1.4	1.3
PriA SSB inh	-12	-12	-4	/	-7	/	0	/
PfHsp40 yeast	-2.3	-0.1	-0.2	/	-1.2	-0.1	-0.5	/
Anthrax LF inh2	-7	3	-4	1	2	6	4	-5
Yp Topo-I inh	3	6	-15	5	5	-2	2	14
3CLpro inhibitor	/	7	/	/	-1	-1	/	/
PrPC TRFRET	3	0	3	2	4	3	-2	7
BoNT-A LC inh2	-0.4	0.2	1.3	-0.4	2.1	0.3	-0.2	-0.4

33) Cc1cc(C)c(NC(=O)CSc2nnc(-c3ccccn3)n2N)c(Cl)c1
34) Cc1ccc(C2CC(=O)NC(SCCC(C)C)=C2C#N)cc1 (stereo not drawn)
35) CCOC(=O)c1nc2cc3n(c(C)c-2c1C)C(C)C(CC)=C3C (stereo not drawn)
36) COc1cc(C(=O)Nc2sc3c(c2C(=O)O)CCC(C)C3)cc(OC)c1OC (stereo not drawn)
37) Cc1cc(C(=O)CS(=O)(=O)c2ccc(Cl)cc2)cc(C)c1O
38) CCOc1ccc(NC(=O)Nc2cc(C(C)C)c(O)cc2C)cc1
39) Cc1cccc(C(=O)N/N=C/c2ccc(OCC(=O)N3CCCCC3)cc2)c1
40) CC1=CN2C(=NC(=O)CC2(C)C(=O)N(CC(=O)NC2CCCC2)Cc2ccc(Cl)cc2)C=C1 (stereo not drawn)
Assay by compound	33	34	35	36	37	38	39	40
TcdB inh	0.7	-0.5	/	0.3	-0.5	-0.3	/	-0.3
BH1578 lux ind	-1.0	-0.3	i	0.4	i	-0.3	i	-0.4
PriA SSB inh	18	-20	7	-8	-16	-4	/	2
PfHsp40 yeast	1.2	-0.3	1.7	0.2	0.7	0.8	-0.4	1.8
Anthrax LF inh2	/	6	-4	-17	-5	-5	-3	0
Yp Topo-I inh	0	29	1	5	-5	-4	2	5
3CLpro inhibitor	1	3	0	1	-5	9	-2	1
PrPC TRFRET	-5	12	-16	-9	-1	9	-3	1
BoNT-A LC inh2	/	-0.5	-2.1	-1.4	-1.8	-0.6	-1.1	-1.8

41) COC(=O)CNC(=O)Cc1c(F)cccc1Cl
42) COCCNC(=O)/C(C#N)=C/c1cc(C)n(-c2ccc(C)cc2)c1C
43) COc1ccccc1/C=C1\SC(=S)N(CCC(=O)Nc2ccc(C(=O)O)c(O)c2)C1=O
44) CN(CCc1ccccn1)C1CCCN(S(=O)(=O)c2ccc(F)c(Cl)c2)C1 (stereo not drawn)
45) Cc1cc(NS(=O)(=O)Cc2ccccc2)cc(C)c1OCC(=O)N1CCOCC1
46) CCCCC(Nc1ncnc2ccccc12)C(=O)O (stereo not drawn)
47) CCn1cnc2c1c(=O)n(CC(=O)OC(C)C(N)=O)c(=O)n2Cc1ccccc1 (stereo not drawn)
48) COc1ccc(Cl)cc1NC(=O)CN(C)CC(=O)Nc1ccccc1-c1ccccc1
Assay by compound	41	42	43	44	45	46	47	48
TcdB inh	6.0	2.1	0.7	-2.4	/	/	-1.1	2.9
BH1578 lux ind	-0.5	0.0	-2.2	i	-0.6	-0.4	i	0.1
PriA SSB inh	1	10	19	5	-8	-3	-9	-7
PfHsp40 yeast	0.3	1.8	6.4	0.1	0.7	-0.8	-2.0	-0.3
Anthrax LF inh2	-3	10	-3	1	-1	-5	-4	-7
Yp Topo-I inh	-3	26	12	5	-2	1	5	9
3CLpro inhibitor	2	2	3	6	0	1	-1	5
PrPC TRFRET	-6	4	4	-6	-2	1	2	-1
BoNT-A LC inh2	?	-0.7	1.5	0.2	-0.2	-1.1	-1.2	-0.7

49) Cc1ccc(S(=O)(=O)NCc2ccc(C(=O)NCCCN3CCN(C)CC3)cc2)cc1
50) COc1ccc(C(=O)NC2CCCCC2)cc1S(=O)(=O)N1CCOCC1
51) C[C@@H]1CN([C@H](C)CO)S(=O)(=O)c2ccc(Br)cc2O[C@@H]1CN(C)Cc1ccc(-c2ccccc2)cc1
52) CCCS(=O)(=O)NC(=O)C1(C)CCCN(C(=O)c2ccc(C(F)(F)F)cc2)C1 (stereo not drawn)
53) COc1cc(C(=O)NCCC(=O)NCCCN2CCCCC2)cc(OC)c1OC
54) COc1cc(C=C2Cc3ccccc3C2=O)cc(OC)c1OC
55) COCCCNC(=O)CNC(=O)c1nn(-c2ccc(OC)cc2)c(=O)c2ccccc12
Assay by compound	49	50	51	52	53	54	55
TcdB inh	/	-4.3	0.9	-11	0.8	0.3	0.5
BH1578 lux ind	-7.7	0.4	i	-0.4	-0.7	/	-1.1
PriA SSB inh	-1	-3	/	/	-11	/	-10
PfHsp40 yeast	0.3	-0.4	/	/	0.2	/	0.7
Anthrax LF inh2	0	4	0	-3	-6	4	-10
Yp Topo-I inh	2	-10	37	7	-4	/	2
3CLpro inhibitor	-2	-2	/	/	-1	/	2
PrPC TRFRET	-2	1	-10	7	2	0	-1
BoNT-A LC inh2	0.8	-5.5	-0.1	-0.1	-7.3	0.0	-0.2

Not all compounds are listed; rates above refer to the full screens.
